# From PubChem BioAssay
# TEAD-YAP block – TEAD-YAP interaction inhibition, primary screen, TEAD-YAP interaction inhibitor project, luminescence, HEK-TIYL cells; hit rate 1.4% among 640,000; AID 1259422, 2018; inhibition, % at 9.12 µM; TEAD-Gal4/YAP UAS-luciferase luminescence; in the data active means inhibition above about 32%;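 further: 0% = median of test compound wells and 100% = reference inhibitor wells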
# GPR151 activ – activators of human GPR151, primary screen, cell-based, PathHunter beta-arrestin, luminescence; G-protein coupled receptor 151 (Homo sapiens), Q8TDV0; PathHunter beta-arrestin GPR151 cells; activation, % at 11.2 µM; hit rate 1% among 650,000; AID 1508602, 2020; in the data active means activation above about 4.9%;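 further: 0% = median of compound wells and 100% = cells with positive control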
# MITF primary – MITF inhibitors, primary screen, biochemical, AlphaScreen, human. AlphaScreen MITF homodimerization, bead proximity signal. hit rate 0.91% among 650,000. inhibition, % at 2.6 µM. AID 1259374, 2018. Microphthalmia-associated transcription factor (Homo sapiens), O75030; in the data active means inhibition above about 50%;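 further: 0% = vehicle wells with protein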
# FBW7 activator – FBW7 E3 ligase activators, primary screen, biochemical, AlphaScreen, human; hit rate 0.13% among 650,000; F-box/WD repeat-containing protein 7 (Homo sapiens), Q969H0; AlphaScreen FBW7–phospho-cyclin E peptide binding, activator screen; normalized activity (activation), % at 26.1 µM; AID 1259310, 2017; in the data active means normalized activity above about 1.9%;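 further: purified mutant Fbw7 with reduced substrate affinity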
# Target sequence (Q969H0 whole entry, looked up): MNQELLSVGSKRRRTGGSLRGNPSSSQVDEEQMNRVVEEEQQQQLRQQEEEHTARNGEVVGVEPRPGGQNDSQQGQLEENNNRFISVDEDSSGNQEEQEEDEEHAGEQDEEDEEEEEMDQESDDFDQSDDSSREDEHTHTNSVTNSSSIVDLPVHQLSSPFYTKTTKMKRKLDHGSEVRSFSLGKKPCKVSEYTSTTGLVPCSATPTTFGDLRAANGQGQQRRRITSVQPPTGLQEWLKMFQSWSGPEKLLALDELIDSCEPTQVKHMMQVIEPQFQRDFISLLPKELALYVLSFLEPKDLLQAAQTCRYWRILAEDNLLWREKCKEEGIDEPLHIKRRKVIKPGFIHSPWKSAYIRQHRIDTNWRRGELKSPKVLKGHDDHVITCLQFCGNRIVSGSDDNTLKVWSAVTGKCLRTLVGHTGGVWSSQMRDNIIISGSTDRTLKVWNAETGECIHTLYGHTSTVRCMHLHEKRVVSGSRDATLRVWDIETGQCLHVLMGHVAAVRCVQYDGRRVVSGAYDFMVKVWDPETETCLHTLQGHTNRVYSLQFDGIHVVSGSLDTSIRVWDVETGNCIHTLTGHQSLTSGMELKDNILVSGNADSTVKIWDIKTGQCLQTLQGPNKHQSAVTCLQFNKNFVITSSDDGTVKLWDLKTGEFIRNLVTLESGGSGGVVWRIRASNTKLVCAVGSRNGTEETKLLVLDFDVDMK
# Active calls of the source: *; nt = not tested or not shown.
SMILES,TEAD-YAP block,GPR151 activ,MITF primary,FBW7 activator
COCCCN1C(=O)C(=O)/C(=C(/O)c2ccc(Cl)cc2)C1c1cccc2ccccc12 (stereo not given),-4.5,0.5,-4.1,-0.7
O=C(Nc1ncnc2c1CCC2)C1COc2ccccc2O1 (stereo not given),-16.7,-2.1,5.5,0.1
CC1=C(C(=O)N2CCc3ccccc3C2)C2(CCCCC2)OC1=O,-0.1,-0.2,0.5,0.1
CC1=N/C(=C/c2ccc([N+](=O)[O-])cc2)C(=O)N1c1ccc(Cl)cc1Cl,4.3,0.6,9.4,-0.1
C=CCN1C(=O)/C(=C/c2ccco2)S/C1=N/S(=O)(=O)c1ccc(Cl)cc1,-11.9,2.4,87.0*,0.0
CCN(CC)S(=O)(=O)c1ccc2c(c1)c(=O)c(C(=O)N1CCOCC1)cn2C,1.1,-0.6,28.3,0.9
Cc1nc(NCCNS(=O)(=O)c2cccc3ccccc23)c2c(C)c(C)sc2n1,10.1,0.2,6.2,0.2
CCCCOc1ccc(Nc2cc(C)nc3ccc(Cl)cc23)cc1,0.3,3.5,4.1,0.0
COc1cccc(CNC(=O)Nc2cc(C(F)(F)F)c(-c3cn[nH]c3)c(C(F)(F)F)c2)c1,-12.8,1.0,15.6,0.4
Cc1cc(C)cc(-n2c(SCC(N)=O)nnc2-c2ccccn2)c1,4.0,0.1,3.6,1.4
CC(=O)NCCNC(=O)Cc1c(Cl)cccc1Cl,3.4,-1.0,-7.9,-0.1
Nc1cccc(NC(=O)c2ccc3c(c2)C(=O)N(c2ccc(Oc4ccccc4)cc2)C3=O)c1,11.5,-0.3,12.6,-0.2
Cn1c(=O)[nH]c(N2CCC(O)CC2)c(Cc2ccc(F)cc2F)c1=O,-5.7,-0.3,-12.8,-0.2
COC(=O)C1=C(C)Nc2[nH]c(=S)[nH]c(=O)c2C1c1ccccc1 (stereo not given),0.3,-1.6,-2.6,-0.1
CC(C)CC(=O)Nc1nnc(SCC(=O)Nc2ccccc2)s1,-6.4,-0.3,-5.8,-0.2
O=C(O)CSc1cc(NS(=O)(=O)c2ccc3ccccc3c2)c2ccccc2c1O,-21.2,-0.1,23.6,-0.5
COc1cc(NC(=O)c2ccc(N3CC4CC(C3)c3cccc(=O)n3C4)c(NC(=O)C#Cc3ccccc3)c2)cc(OC)c1OC (stereo not given),5.9,0.0,12.4,0.2
COC(=O)C1=CNC2=C(C(=O)CCS2)C1c1cccs1 (stereo not given),2.3,-0.5,6.9,0.0
CCc1cccc(C)c1NS(=O)(=O)c1cc(Br)cnc1N,2.7,0.2,18.2,0.0
O=C1CCC(CCC(=O)N2CC3CCC2C3)(Cc2ccccc2)N1 (stereo not given),-38.5,-1.1,13.4,0.1
CC(C)N(CCNC(=O)c1ccc2nc(-c3ccc(C(=O)N4CCN(C)CC4)cc3)sc2c1)C(C)C,-5.5,1.5,6.9,0.2
Cc1cccc(NC(=O)CSc2nc3[nH]ncc3c(=O)[nH]2)c1,4.9,5.0*,3.0,-0.1
CCc1ccc(Nc2ncc(C(=O)OC)c3ccccc23)cc1,-9.1,-0.5,13.1,4.0*
Oc1ccc(/C=N/Nc2ccnc3cc(Cl)ccc23)c(O)c1O,4.4,-0.1,28.7,-0.1
CCC(Cc1ccccc1)NC(=O)c1ccccc1OC (stereo not given),12.0,-0.9,8.2,0.8
COc1cccc(NC(=O)c2sc3ncn(CC(=O)N4CCCC4)c(=O)c3c2C)c1,-4.7,-0.7,7.6,0.0
Cc1ccc(S(=O)(=O)N2CCC(C(=O)NC(c3ccccc3)c3ccccn3)CC2)cc1 (stereo not given),4.5,-1.4,10.7,1.5
Cc1cccc(CN2CCN(CC(=O)NC(C)c3ccccc3)C2=O)c1 (stereo not given),-1.9,1.6,-9.6,0.0
CC12C=CC(C)(O1)C1C(=O)N(c3cccc(C(F)(F)F)c3)C(=O)C12 (stereo not given),1.3,-1.6,5.6,0.0
CCC(C)CC(=O)N1CCC[C@@H]2CN(C(=O)c3cccc(OC)c3)CC[C@H]21 (stereo not given in full),-5.2,-0.1,0.1,0.0
COc1cc(OC)cc(C(=O)c2ccc(C(=O)Nc3ccc4ncccc4c3)cc2)c1,-9.8,-0.7,0.9,0.0
Cc1ccc(OCc2nc(-c3cccnc3)no2)c(C)c1,-22.2,0.0,-4.0,0.2
O=C(CCNC(=O)c1ccccc1)NNC(=O)c1nn(-c2ccc(Cl)cc2)cc1O,14.3,-0.7,-69.5,-1.0
Clc1ccc(CN2CCC(c3nc(-c4ccc5c(c4)OCO5)no3)CC2)s1,-12.3,-1.8,12.0,-0.2
COc1cc(C2/C(=C(/O)c3ccc(Br)cc3)C(=O)C(=O)N2CCCn2ccnc2)ccc1O (stereo not given),13.0,0.2,-3.7,0.5
CSc1ccccc1-c1ccc(NCC(F)(F)F)nc1,-0.1,2.8,12.6,-0.3
CC(C)(Oc1ccc(Cl)cc1)C(=O)NC1=NN(c2ccccc2)C(=O)C1,5.9,1.1,5.0,-0.1
Cc1ccccc1-n1c(=O)c2c3c(sc2n2c(SCC(=O)c4ccccc4)nnc12)CCCC3,-1.3,1.0,1.9,-0.2
COc1ccc(OC)c(-n2c(=S)[nH]c3cc(C(=O)Nc4ccc(F)c(Cl)c4)ccc3c2=O)c1,-3.6,2.2,0.2,-0.1
O=C(NNC(=O)c1cc2sccc2nc1C(F)(F)F)c1ccccc1,-3.7,0.2,17.3,0.0
COc1ccc(NCC(=O)N/N=C/c2cc(OC)ccc2O)cc1,-2.5,-0.6,3.8,0.0
CCn1c(SCC(=O)N2CC(C)OC(C)C2)nc2c([nH]c3ccccc32)c1=O (stereo not given),-8.0,0.3,-5.6,0.1
COc1cc2ccccc2cc1C(=O)Nc1cccc(C(C)=O)c1,-73.5,1.3,0.4,-1.0
Cc1cccc(N(CCOC(=O)/C=C/c2cccc(Cl)c2)C2=NS(=O)(=O)c3ccccc32)c1,-6.2,-2.0,-9.1,-0.1
Cc1ccc(COc2ccccc2C=O)cc1,-29.8,-0.5,13.6,0.2
Cc1nn(C)c(C)c1-c1nc(NCCOc2ccccc2)c2ncn(C3CCCCC3)c2n1,-21.8,0.5,-5.4,0.0
Cc1ccc(S(=O)(=O)N/N=C2\CC3(O)CCC2(c2ccccc2)CC3)cc1,9.9,0.3,-6.3,-0.2
CCOC(=O)c1cc2c(=O)n3cc(C)ccc3nc2n(CCc2ccccc2)c1=N,1.9,-0.9,7.2,0.1
C=CCOC(=O)C1=C(C)Nc2c(c(=O)n(C)c(=O)n2C)C1c1ccc(C)cc1 (stereo not given),5.4,3.0,0.0,-0.1
COc1ccc(-c2nc3c(c4c2C[C@H](c2ccccc2)OC4)CN(C(=O)c2cccnc2)CC3)c(C)c1,nt,3.6,12.2,0.0
Cc1ccc(O)c(NC(=O)c2onc(C)c2Cl)c1,-24.8,-0.5,-1.8,0.0
Cc1ccc(C)c(N2C(=O)NC3CC2(C)Oc2ccccc23)c1 (stereo not given),5.2,0.3,-2.0,0.0
COc1ccc(C2(C(=O)N3CCCC(c4nc(-c5cccnc5)n[nH]4)C3)CC2)cc1 (stereo not given),-0.1,0.1,-6.5,-0.1
c1ccc(C[n+]2sc(Nc3ccccc3)nc2-c2ccccc2)cc1,-12.3,-5.5,13.3,0.1
CCN1CCN(C/C=C/c2ccc(N(C)C)cc2)CC1,-0.2,0.2,9.0,-0.3
CCOC(=O)c1cc2sccc2n1CC(=O)N(C)C1CCCCC1,0.9,-0.4,3.4,0.7
COC(=O)c1ccc(NC(=O)C2CC(=O)N(Cc3ccc4c(c3)OCO4)C(=Nc3ccc(OC)cc3)S2)cc1 (stereo not given),-4.0,2.9,-4.7,0.0
CCOc1ccccc1-n1c(SCc2ccccn2)nc2n[nH]c(C)c2c1=N,-37.5,0.0,-8.6,-0.1
O=C(CSc1nc2c(sc(=S)n2Cc2ccco2)c(=O)n1-c1ccccc1)c1ccc(Cl)cc1,1.4,-1.1,31.1,0.2
N=c1n(CCN2CCCC2)c2ccccc2n1CC(O)c1ccc(Cl)c(Cl)c1 (stereo not given),5.4,-1.1,-13.8,-0.3
# Next section
SMILES,TEAD-YAP block,GPR151 activ,MITF primary,FBW7 activator
CCOc1cc(C2NC(=O)NC(C)=C2C(=O)OC)cc(I)c1O (stereo not given),-4.3,-0.9,-14.2,0.5
O=C(CN1c2cccc3cccc(c23)S1(=O)=O)NC12CC3CC(CC(C3)C1)C2,0.8,2.2,2.7,0.2
CCCOC(=O)c1cccc(Nc2nc(CCC)cc(=O)[nH]2)c1,7.0,-0.2,9.9,0.8
C[C@H]1NC(=O)[C@H]2CN(C(=O)c3cc(F)ccc3F)CCN2C1=O,1.8,-1.1,5.4,0.0
CCc1ccc2oc(-c3ccc(NC(=O)c4ccc(OC)c([N+](=O)[O-])c4)cc3)nc2c1,6.1,-0.3,16.4,0.2
O=C(Cc1c[nH]c2ccccc12)N/N=C/c1cccc(F)c1,-3.1,0.3,-5.3,0.0
COc1ccc2o/c(=N\c3sc4c(c3C#N)CCCC4)c(C(=O)Nc3ccc(C)cc3)cc2c1,-1.5,0.1,3.0,0.0
COc1ccc(C2=NN(C(=O)c3ccc(Br)o3)C(c3ccc(Cl)cc3)C2)cc1OC (stereo not given),-13.8,-0.1,-12.8,0.1
CC(C)c1ccc(NC(=S)N/N=C2/CCCC(=O)C2)cc1,-67.3,0.9,-3.9,-0.2
COCCn1nnnc1C(c1ccc(N(C)C)cc1)N1CCC(C)CC1 (stereo not given),2.4,-1.5,-0.8,0.7
O=C(c1ccc(F)cc1)N1N=CCC1(O)C(F)(F)F (stereo not given),-25.4,0.4,6.0,-0.3
O=c1[nH]nc(-c2ccc(OCc3ccc(F)cc3)cc2)o1,4.0,-0.5,7.5,0.2

# Next part (3 carried over from the part before).
SMILES,TEAD-YAP block,GPR151 activ,MITF primary,FBW7 activator
COCCn1nnnc1C(c1ccc(N(C)C)cc1)N1CCC(C)CC1 (stereo not given),2.4,-1.5,-0.8,0.7
O=C(c1ccc(F)cc1)N1N=CCC1(O)C(F)(F)F (stereo not given),-25.4,0.4,6.0,-0.3
O=c1[nH]nc(-c2ccc(OCc3ccc(F)cc3)cc2)o1,4.0,-0.5,7.5,0.2
CCOc1ccc(Oc2cc(N)cc([N+](=O)[O-])c2)cc1,2.8,0.6,6.0,-0.1
Cc1ccc(C)c(CN2CCC(O)CC2)c1,4.0,-0.5,19.8,-0.1
CC(=O)NC1(C)CCC(C(C)(C)C#N)C1 (stereo not given),6.1,-0.3,-9.0,-0.1
O=S(=O)(c1ccc(Cl)cc1)N1CCN(Cc2ccccc2)CC1,-0.9,-0.6,11.5,0.2
O=C(Nc1ccc(-c2nc3ccccc3o2)c(O)c1)c1cccc(F)c1,-8.0,0.7,15.9,0.0
CCN(CCN(C)C)Cc1ccc(OC)cc1,-0.6,0.8,43.6,-0.3
CCOc1cc(/C=N/NC(C)=O)ccc1OCc1ccccc1C#N,5.3,2.0,8.8,0.5
N#Cc1ccccc1OCCCCSc1ncccn1,-60.4,0.6,-6.0,0.0
COc1cccc(NC(=O)C(=O)NCC(c2ccc3c(c2)OCO3)N2CCOCC2)c1 (stereo not given),-60.6,-2.0,5.1,0.1
CC(=O)c1cc2c(cc1N1C(=O)c3nccnc3C1=O)OCO2,-10.4,1.0,3.2,-0.2
CCC1CCCCN1CCCNC(=O)CN1C(=O)C(c2ccccc2)Oc2cccnc21 (stereo not given),-1.9,-3.0,2.5,-0.1
O=[N+]([O-])c1cc(CN2CCCCCC2)ccc1O,-4.9,0.0,1.9,-0.1
COc1c(Cl)cc(Cl)cc1C1Nc2ccccc2NC2=C1C(=O)CC(C)(C)C2 (stereo not given),16.5,0.1,-1.6,-0.1
Brc1ccc(-c2nc(N3CCCC3)c3ccccc3n2)cc1,-3.4,-1.3,0.3,0.0
COC(=O)c1sc(NC(=S)NC(=O)c2ccccc2Br)nc1C,-19.5,3.2,10.6,-0.1
CN(C)C(Cc1ccccc1)=Nc1ccccc1C#N,2.0,0.8,14.1,0.1
Cn1ccnc1C1(O)CC2CCC(C1)N2C(=O)C1CC1 (stereo not given),-14.0,0.1,-15.7,-0.1
O=C(CSc1cn(Cc2ccc(Cl)cc2)c2ccccc12)NCc1ccco1,-10.9,-1.3,-8.8,0.4
Cc1ccc(C(=O)Nc2nnc(-c3cc(C)n(C)n3)o2)cc1C,5.0,-1.1,-3.0,0.0
O=C1c2ccccc2CN2C(=O)c3ccccc3CN12,-6.9,0.8,-32.0,-0.1
O=C(N/N=C/c1cccc2ccccc12)c1ccccn1,-53.5,0.0,-14.9,-0.3
CC(=O)c1ccc(N=CC2=C(O)CC(C)(C)CC2=O)cc1,-36.7,-0.1,-3.4,-0.1
CC(=O)N1C(=O)N(C)C2C1N(C(C)=O)C(=O)N2C (stereo not given),0.1,0.6,-14.3,0.0

# As a working copy, part of the list above:
SMILES,TEAD-YAP block,GPR151 activ,MITF primary,FBW7 activator
O=C(N/N=C/c1cccc2ccccc12)c1ccccn1,-53.5,0.0,-14.9,-0.3
CC(=O)c1ccc(N=CC2=C(O)CC(C)(C)CC2=O)cc1,-36.7,-0.1,-3.4,-0.1
CC(=O)N1C(=O)N(C)C2C1N(C(C)=O)C(=O)N2C (stereo not given),0.1,0.6,-14.3,0.0
